ELG1 DNA repair = qHTS screen for small molecules that inhibit ELG1-dependent DNA repair in human embryonic kidney (HEK293T) cells expressing luciferase-tagged ELG1. HEK293T ELG1-luciferase reporter, luminescence, 16 h; DNA damage induced by 5-fluorouridine. Potency, µM (doses to about 46.1 µM), without a hit: at the highest dose activity change, negative = inhibition, actives largely listed as inhibitors. 330,000 tested, 2.3% active. AID 504467, 2011; note: potency is the fitted concentration of half-maximal effect; % is set by controls: 0 for no effect and ±100 for the full control effect; nearly all actives have a fitted effect of over 55% in size
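In this reporter screen, reduction of luminescence relative to DMSO vehicle indicated activity. Compounds and 5-fluorouridine were added together to 2,000 cells per well, incubated for 16 hr at 37 °C, then developed with ONE-Glo.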
KCNH2 3.1 inh = qHTS for Inhibitors of KCHN2 3.1: Mutant qHTS. Potassium voltage-gated channel subfamily H member 2, brain isoform KCNH2 3.1 (human). U2OS KCNH2 3.1, thallium flux FluxOr; hits give low values. activity change, % (tested at about 1.8 µM). 340,000 tested, 0.95% active. AID 720553, 2013;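 active = maximum activity change below -70%; inconclusive = maximum activity change from -70% to -50%; inactive = maximum activity change above -50%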;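 note: thallium influx rate constant from kinetic fluorescence after stimulation buffer; % is set by controls: 0 for no effect and ±100 for the full control effect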
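Normalized rate constant (relative to positive and negative DMSO controls) derived from a 2 min kinetic fluorescence read after stimulation; U2OS cells expressing the 3.1 isoform via virus at 1.77 x 10^8 /mL.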
RORgamma inh = qHTS for inhibitors of ROR gamma transcriptional activity. Drosophila S2 Gal4-RORgamma UAS-luciferase reporter, 20 h. Potency, µM (titrated, usually from 53.6 µM), without a hit: top-dose activity change, negative = inhibition, usual class: inhibitors. 310,000 tested, 5.4% active; note: potency is the fitted concentration of half-maximal effect; % is set by controls: 0 for no effect and ±100 for the full control effect; nearly all actives have a fitted effect of over 60% in size
Target sequence (P51450 whole entry, looked up, the tested form may be a part): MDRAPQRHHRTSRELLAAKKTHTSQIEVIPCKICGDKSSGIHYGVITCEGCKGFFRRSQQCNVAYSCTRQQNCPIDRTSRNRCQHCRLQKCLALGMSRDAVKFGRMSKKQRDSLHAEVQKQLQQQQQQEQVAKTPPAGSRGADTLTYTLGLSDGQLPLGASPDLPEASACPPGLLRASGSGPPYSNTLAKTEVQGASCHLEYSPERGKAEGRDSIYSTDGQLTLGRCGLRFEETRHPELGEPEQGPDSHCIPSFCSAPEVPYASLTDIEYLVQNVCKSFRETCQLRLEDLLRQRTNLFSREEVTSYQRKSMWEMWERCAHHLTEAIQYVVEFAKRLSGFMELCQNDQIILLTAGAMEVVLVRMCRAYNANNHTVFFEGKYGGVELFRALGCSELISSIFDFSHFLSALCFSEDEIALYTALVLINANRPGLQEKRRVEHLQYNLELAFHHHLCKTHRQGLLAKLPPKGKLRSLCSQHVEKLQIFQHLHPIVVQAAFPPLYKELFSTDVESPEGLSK
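Stably transfected Drosophila Schneider cells are the test system, with ROR gamma fused to Gal4 and luciferase under UAS control; luminescence is read after 20 hr of 700 uM copper sulfate induction at ambient temperature.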
MBNL1 CUG block = qHTS Assay for Inhibitors of MBNL1-poly(CUG) RNA binding. TR-FRET MBNL1-His/biotin-(CUG)12 binding, 665/545 ratio. 280,000 tested, 0.036% active. AID 2675, 2010. Potency, µM (highest dose often 57.5 µM), inactives show top-dose activity change, negative = inhibition, actives largely listed as inhibitors. Muscleblind-like protein 1 (Homo sapiens), Q9NR56; active = well fitted inhibition curve with a large enough effect in the signal ratio, with a control signal flat, not every such curve was filed as active; inconclusive = small, poorly fitted or top-dose-only effect, or effect the other way, or a change in a side signal; inactive = no such curve, though single readings can be large or run the other way; the % refers to the signal ratio; note: potency is the fitted concentration of half-maximal effect; % is set by controls: 0 for no effect and ±100 for the full control effect
Target sequence (Q9NR56 whole entry, looked up): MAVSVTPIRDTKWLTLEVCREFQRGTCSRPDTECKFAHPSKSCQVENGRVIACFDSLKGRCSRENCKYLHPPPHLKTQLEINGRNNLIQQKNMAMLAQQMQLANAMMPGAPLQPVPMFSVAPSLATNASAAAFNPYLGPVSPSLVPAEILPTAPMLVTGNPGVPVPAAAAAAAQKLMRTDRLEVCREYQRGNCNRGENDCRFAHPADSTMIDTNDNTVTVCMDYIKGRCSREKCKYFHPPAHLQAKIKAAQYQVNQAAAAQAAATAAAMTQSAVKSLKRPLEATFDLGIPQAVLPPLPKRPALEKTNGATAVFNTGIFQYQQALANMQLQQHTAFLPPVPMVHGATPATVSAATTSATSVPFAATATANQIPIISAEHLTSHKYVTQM
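TR-FRET readout: Ex 340 nm, 665/545 nm emission ratio, normalized to buffer-only (basal) and MBNL1-(CUG)12 controls. Complex of MBNL1-His with Biotin-(CUG)12, compounds 92 nM–58 uM, incubated 60 min at room temperature.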
FLuc counter = qHTS profiling assay for firefly luciferase inhibitor/activator using purifed enzyme and Km concentrations of substrates (counterscreen for miR-21 project); purified FLuc, Km substrates, luminescence inhibition; Potency, µM (top dose mostly 57.5 µM), for inactives: at the highest dose activity change, negative = inhibition, hits mostly inhibitors; 360,000 tested, 6.9% active;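 note: potency is the fitted concentration of half-maximal effect; plate controls were vehicle for no effect and reference inhibitor for full effect; nearly all actives have a fitted effect of over 55% in size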
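Purified P. pyralis luciferase, 10 nM final, with Km-level 10 uM D-luciferin and 10 uM ATP in 50 mM Tris acetate pH 7.5, 10 mM Mg acetate, 0.01% Tween-20, 0.05% BSA; 6-point qHTS titration about 60 µM downward; luminescence read.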
NPC1 promoter act = qHTS Assay for NPC1 Promoter Activators; Huh7 NPC1 promoter luciferase reporter, 24 h; Potency, µM (doses to about 9.22 µM), inactives show at the highest dose activation, hits mostly activators; 320,000 tested, 2.4% active;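 note: potency is the fitted concentration of half-maximal effect; % of control where 0% means no effect; nearly all actives have a fitted effect of over 60% in size; reporter is driven by a mutant NPC1 promoter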
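Luminescence read-out of NPC1 promoter-driven luciferase in stably transfected Huh7 cells; compounds delivered in DMSO and left 24 h at 37C, 5% CO2, qHTS titration format.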
Gal4-VP16 FLuc = VP16 counterscreen qHTS for inhibitors of ROR gamma transcriptional activity; AID 2546, 2010; Potency, µM (top dose mostly 53.6 µM), for the others: at the top dose activity, negative = inhibition, hits mostly inhibitors; 310,000 tested, 3.5% active; Drosophila S2 Gal4-VP16 UAS-luciferase, luminescence, 20 h;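 note: Gal4-VP16 expression switched on by copper sulfate through the metallothionein promoter; potency is the fitted concentration of half-maximal effect; % is set by controls: 0 for no effect and ±100 for the full control effect; nearly all actives have a fitted effect of over 50% in size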
Mito fusion yeast = qHTS Assay for Small Molecule Inhibitors of Mitochondrial Division or Activators of Mitochondrial Fusion; Potency, µM (titrated, usually from 46.1 µM), inactives show at the highest dose growth rescue (activation), actives largely listed as activators; S. cerevisiae fusion-defective mutant growth rescue, CellTiterGlo 48 h; 320,000 tested, 0.23% active; AID 485298, 2010;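 note: potency is the fitted concentration of half-maximal effect; % of control where 0% means no effect; nearly all actives have a fitted effect of over 45% in size; temperature-sensitive fusion mutants such as fzo1-1 at 37 °C on non-fermentable ethanol glycerol medium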
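Yeast fusion mutant, YPEG (non-fermentable carbon), compound, 48 h at 37C non-permissive; CellTiterGlo added, 10 min RT, luminescence read. Rescued growth = division inhibition.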
Rab9 promoter act = qHTS Assay for Rab9 Promoter Activators; Huh7 Rab9 promoter-luciferase reporter, luminescence, 24 h; Potency, µM (highest dose often 9.22 µM), without a hit: at the highest dose activation, negative = inhibition, usual class: activators; 320,000 tested, 2.8% active; AID 485297, 2010; note: potency is the fitted concentration of half-maximal effect; % of control where 0% means no effect; nearly all actives have a fitted effect of over 60% in size
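Quantitative HTS format; Huh7 Rab9-luciferase reporter cells (1500/well) receive compound 2 h post-plating, incubate 24 h at 37 °C, then get luciferase reagent for 10 min before luminescence reading.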
Menin-MLL TR inh = qHTS Assay for Inhibitors Targeting the Menin-MLL Interaction in MLL Related Leukemias: Competition With Texas Red Labeled MLL-derived Mutant Peptide | O00255 | Menin + Texas Red MLL mutant peptide, fluorescence polarization | Potency, µM (titrated, usually from 61.6 µM), for inactives: top-dose FP activity change, negative = inhibition, most hits filed as inhibitors | 270,000 tested, 0.23% active | AID 1768, 2009; active = well fitted inhibition curve with a large enough effect in the polarisation, with a control signal flat, not every such curve was filed as active; inconclusive = small, poorly fitted or top-dose-only effect, or effect the other way, or a change in a side signal; inactive = no such curve, though single readings can be large or run the other way; the % refers to the polarisation; note: potency is the fitted concentration of half-maximal effect; % of control where 0% means no effect; many of its hits are not listed in these tables
PKM2 activator = qHTS Assay for Activators of Human Muscle isoform 2 Pyruvate Kinase; AID 1631, 2009; 260,000 tested, 0.34% active; Potency, µM (doses to about 57.5 µM), inactives show top-dose activation, usual class: activators; purified PKM2, Kinase-Glo ATP luminescence, activation; response scale: 0% is enzyme alone, no compound; Pyruvate kinase PKM (Homo sapiens), P14618; note: potency is the fitted concentration of half-maximal effect; % is set by controls: 0 for no effect and ±100 for the full control effect; nearly all actives have a fitted effect of over 55% in size
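hPK-M2, >95% pure; 0.1 mM ADP / 0.5 mM PEP final; imidazole pH7.2 buffer w/ 7 mM MgCl2, 50 mM KCl; 1 h RT; Kinase-Glo lum. Intermediate enzyme activity for dual inhibitor/activator qHTS.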
Active calls of the source: *; ? = inconclusive; · = no result given; & = joins results of further samples; [ ] = dose if it differs, or a comment. Unless noted, calls come from the whole dose curve; as a rule, active = well fitted curve in the direction sought with a large enough effect; inconclusive = small, poorly fitted or top-dose-only effect, or another doubt; inactive = no such curve, though single readings can be large; an effect the other way counts as inactive or inconclusive.

SMILES	ELG1 DNA repair	KCNH2 3.1 inh	RORgamma inh	MBNL1 CUG block	FLuc counter	NPC1 promoter act	Gal4-VP16 FLuc	Mito fusion yeast	Rab9 promoter act	Menin-MLL TR inh	PKM2 activator
COC(=O)c1ccc(CN(c2ccccn2)S(=O)(=O)c2ccccc2)cc1	2%	-10	35%	-3%	0%	0%	-1%	3%	-4%	-28%	-9%
CCOc1ccc(NC(=O)Cc2ccc(S(=O)(=O)N3CCOCC3)s2)cc1OCC	?	-1	-3%	9%	-15%	1%	-1%	-3%	-1%	·	8%
CCN(CC)CC(C)CNC(=O)CN1C(=O)CSc2ccc(S(=O)(=O)N3CCOCC3)cc21 (stereo unspecified)	2%	-5	-5%	13%	-3%&-1%	-2%	6%	-6%	-11%	2%	-3%
Cc1cccc(S(=O)(=O)c2c(N)n(/N=C/c3ccccc3)c3nc4ccccc4nc23)c1	-3%	3	-8%	9%	0%	-1%	-8%	0%	-5%	-19%	-2%
CCOC(=O)C1=NN(c2ccc(Cl)cc2)C(=O)C1	?	-15	23%	5%	9.5µM*	?	-4%	-14%	?	·	0%
C/C=C/C(=O)N1CC2(CC(c3cccc(NC(=O)COc4ccc(Cl)cc4)c3)=NO2)C[C@@H]1C(N)=O (stereo partly specified)	?	·	35%	7%	19µM*	?	-7%	-11%	-6%	·	-7%
O=C(NNC(=O)c1ccccc1OCc1ccc(F)cc1)c1ccncc1	1%	3	·	·	3%	-1%	·	-7%	-6%	·	·
COc1ccccc1Nc1cc(C(=O)NCCCN2CCOCC2)c2ccccc2n1	-23%	-14	30%	3%	?	9%	9%	2%	6%	-7%[11.7 µM]	-2%
O=c1cc(C(F)(F)F)nc(-c2ccccc2OC(F)(F)F)[nH]1	-6%	16	16%	·	1%	-5%	-2%	10%	-7%	·	0%
COc1ccc(OC)c(NC(=O)C(C)SCc2nc3sc(C)c(C)c3c(=O)[nH]2)c1 (stereo unspecified)	?	-32	·	·	·	1%	·	-3%	-7%	·	·
COc1cc(C2/C(=C(\O)c3ccc4c(c3)CC(C)O4)C(=O)C(=O)N2CCCn2ccnc2)ccc1O (stereo unspecified)	3%	8	-12%	23%	1%	-7%	-14%	1%	-3%	0%	-12%
Cc1cc2nc(SCCOC(=O)Nc3ccc(Cl)cc3)nc(C)c2cc1C	28%	-4	5%	15%	-17%	-10%	?	-9%	8%	-20%	-8%
COc1ccccc1C(c1nnnn1Cc1ccccc1)N1CCN(C2CCCC2)CC1 (stereo unspecified)	-22%	3	-32%	-4%	3%	-3%	9%	-1%	-4%	-2%	7%
C=CCn1c(SCc2ccc(C(=O)O)cc2)nc2sc(C)c(C)c2c1=O	?	-4	4µM*	5%	0%	1%	7.1µM*	30%	-3%	·	3%
Nc1ccc2nc(-c3ccccc3)sc2c1	·	13	8.9µM*	22%	0.3µM*	·	?	-1%	·	?	-35%
COc1ccccc1/C=C(\C#N)C(=O)c1cccn1C	2%	0	-4%	4%	11µM*	-5%	0%	-2%	2%	7%	·
Cc1cc(=O)oc2cc(NC(=S)NCc3ccccn3)ccc12	?	-1	?	13%	-16%	14%	16%	-5%	27%	-9%	11%
Cc1cc(Oc2ccc(C)c(Cl)c2)nc(SCC(=O)c2ccccc2)n1	-10%	-7	-6%[10 µM]	·	-2%	-4%	-9%	?	2%	9%	0%
O=C(NCCCN1CCOCC1)C(=O)NCc1ccccc1	-3%	8	3%	-1%	0%	-2%	-12%	4%	-3%	2%	0%
Cc1cc(N=Cc2c(O)ccc3ccccc23)no1	4%	-14	-29%	18%	-8%	6%	-12%	3%	5%	17%	4%
CCCc1ccc(C#N)c(SC2CC(=O)N(c3ccc(OC)cc3)C2=O)n1 (stereo unspecified)	23%	3	3%	-5%	3%	0%	25%	-6%	11%	?	8%
CCOC(=O)c1c(C)oc2cc(Br)c(OC(=O)N3CCOCC3)cc12	23µM*	1	5%	-7%	?	0%	-8%	5%	29%	-15%	-4%
O=C(CSc1nnnn1C1CCCCC1)NCc1cccc(C(=O)O)c1	29%	15	0%	0%	2%	6%	-6%	2%	-2%	-6%	15%
COc1cc(C(=O)NCCN2C(=O)S/C(=C\c3cccs3)C2=O)cc(OC)c1OC	-4%	8	0%	?	?	14%	7%	1%	16%	-21%	?
O=C(CCNC(=O)c1ccc([N+](=O)[O-])cc1)NCc1ccccc1	18%	-8	·	·	4%	-1%	·	-3%	-6%	·	·
COCCN(C(=O)COC(=O)C1CCC(C(C)(C)C)CC1)c1c(N)n(Cc2ccccc2)c(=O)[nH]c1=O (stereo unspecified)	-3%	-2	·	·	-1%	-1%	·	-4%	-5%	·	·
CCC(C)NC(=O)C(Cc1ccccc1)NS(=O)(=O)c1cccc2nsnc12 (stereo unspecified)	-2%	-2	15%	?	0%	-5%	-1%	4%	4%	3%	-1%
CCOCCc1nnc(N)s1	12%	14	-17%	1%	-1%	-2%	0%	-3%	12%	·	1%
Cc1cc2[nH]c(=O)c(=O)[nH]c2cc1S(=O)(=O)N(C)C1CCCCC1	-9%	9	-2%	1%	-1%	1%	1%	-1%	0%	-19%	?
CNc1nc(SC)n(C)c(=O)c1N=O	?	·	-4%	?	-2%	-1%	4%	-4%	-1%	-4%	2%

The last four records of the part above open the next one:
SMILES	ELG1 DNA repair	KCNH2 3.1 inh	RORgamma inh	MBNL1 CUG block	FLuc counter	NPC1 promoter act	Gal4-VP16 FLuc	Mito fusion yeast	Rab9 promoter act	Menin-MLL TR inh	PKM2 activator
CCC(C)NC(=O)C(Cc1ccccc1)NS(=O)(=O)c1cccc2nsnc12 (stereo unspecified)	-2%	-2	15%	?	0%	-5%	-1%	4%	4%	3%	-1%
CCOCCc1nnc(N)s1	12%	14	-17%	1%	-1%	-2%	0%	-3%	12%	·	1%
Cc1cc2[nH]c(=O)c(=O)[nH]c2cc1S(=O)(=O)N(C)C1CCCCC1	-9%	9	-2%	1%	-1%	1%	1%	-1%	0%	-19%	?
CNc1nc(SC)n(C)c(=O)c1N=O	?	·	-4%	?	-2%	-1%	4%	-4%	-1%	-4%	2%
CCn1c(SCc2ccccc2)nnc1C1CCCCC1	-13%	4	?	-20%	4%	0%	?	-10%	2%	?	-10%
Cn1c(=O)c2cc(S(=O)(=O)NC(C(=O)Nc3cccc(F)c3)c3ccccc3)ccc2n(C)c1=O (stereo unspecified)	1%	7	4%	0%	3%	2%	11%	1%	-3%	-1%	0%
O=C1NCCN1C(=O)N(c1ccccc1)c1ccccc1	-1%	-1	13%	4%	2%	-6%	-3%	2%	-2%	-2%	6%
COc1ccccc1NC(=O)CSc1nnc(-c2ccco2)o1	29%	-6	-10%	-2%	0%	-2%	5%	2%	2%	-9%	-2%
O=C(Nc1ccccc1N1CCCCC1)c1cccc(Cl)c1	-17%	11	10%	3%	-2%	0%	1%	-15%	-4%	?	·
O=C(O)C(Cc1cn[nH]n1)=NO	-6%	8	-7%	-10%	2%	-4%	4%	7%	-2%	0%	-3%
COc1cccc(-c2cccc(NC(=O)C3CCN(Cc4nccs4)CC3)c2)c1	-8%	11	-1%	-8%	-1%	2%	5%	2%	0%	·	-10%

Only part of the results is shown; count on the stated rates, not on these rows.
